# Source: PubChem (National Center for Advancing Translational Sciences (NCATS))
# RECQ1 helicase: qHTS Assay for Inhibitors of RecQ-Like Dna Helicase 1 (RECQ1). Potency, µM (highest dose often 57.3 µM), without a hit: top-dose activity, negative = inhibition, hits mostly inhibitors. AID 2549, 2010. ATP-dependent DNA helicase Q1 (Homo sapiens), P46063. 240,000 tested, 0.54% active. RECQ1 DNA unwinding, red fluorescence kinetic read;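 also: plate controls were vehicle for no effect and no enzyme for full effect; nearly all actives have a fitted effect of over 30% in size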
# Target sequence (P46063 whole entry, looked up): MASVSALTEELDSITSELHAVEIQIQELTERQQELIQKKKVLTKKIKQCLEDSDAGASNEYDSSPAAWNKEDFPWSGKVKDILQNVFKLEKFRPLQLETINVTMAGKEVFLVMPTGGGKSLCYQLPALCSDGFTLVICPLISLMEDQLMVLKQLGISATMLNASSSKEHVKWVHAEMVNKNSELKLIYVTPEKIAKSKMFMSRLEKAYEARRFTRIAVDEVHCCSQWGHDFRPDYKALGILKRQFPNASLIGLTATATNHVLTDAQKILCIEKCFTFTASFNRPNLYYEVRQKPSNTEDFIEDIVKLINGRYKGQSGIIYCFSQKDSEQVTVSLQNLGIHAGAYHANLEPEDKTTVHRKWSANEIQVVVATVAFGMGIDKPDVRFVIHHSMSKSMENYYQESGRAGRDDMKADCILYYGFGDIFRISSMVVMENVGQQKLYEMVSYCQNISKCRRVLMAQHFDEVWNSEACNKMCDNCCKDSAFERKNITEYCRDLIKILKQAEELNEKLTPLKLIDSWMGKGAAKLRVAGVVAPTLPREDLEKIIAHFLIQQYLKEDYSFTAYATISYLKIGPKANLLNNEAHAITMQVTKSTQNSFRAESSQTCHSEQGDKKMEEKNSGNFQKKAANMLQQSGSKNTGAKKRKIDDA
#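 50 nM RECQ1T1 preincubated 15 min with compound in Tris pH 8.0 buffer with MgCl2, DTT, Tween-20 and 2.5 ug/ml poly(dI-dC); started with 200 nM TAMRA/BHQ-2 forked duplex and 2 mM ATP. Unwinding read as fluorescence (525/598 nm), two reads 2 h apart.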
# TR SRC2 fluor cs: Total Fluorescence Counterscreen for Inhibitors of the Interaction of Thyroid Hormone Receptor and Steroid Receptor Coregulator 2; TRb/SRC2 Texas Red total fluorescence interference; Potency, µM (highest dose often 106 µM), without a hit: at the top dose fluorescence change, negative = quenching; 280,000 tested, 0.29% active; AID 1479, 2009; active = well fitted curve in either direction with a large enough effect; inconclusive = small, poorly fitted or top-dose-only effect
#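 Human TRβ ligand-binding domain (0.6 uM) and Texas Red SRC2 peptide (20 nM) in Tris buffer with 1 uM T3 and 5% DMSO were incubated with pinned compound for 5 hr at ambient temperature. Total fluorescence was computed as S + 2P (555/632 nm).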
# Tau FP inhib: qHTS for Inhibitors of Tau Fibril Formation, Fluorescence Polarization | K18 P301L tau heparin fibrillization, Alexa594 FP, 6 h | Potency, µM (highest dose often 57.7 µM), for inactives: at the highest dose activity, negative = inhibition, hits mostly inhibitors | Microtubule-associated protein tau (Homo sapiens), P10636 | 280,000 tested, 0.39% active; also: nearly all actives have a fitted effect of over 55% in size
#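 Human K18 P301L fragment (15 uM unlabeled plus 0.24 uM Alexa 594-labeled) in 100 mM sodium acetate pH 7 with compound, aggregation induced by 20 uM heparin for 6 hr at 37 C. ThT (30 uM) added for 1 hr, then Alexa 594 FP read.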
# L3MBTL1 block: qHTS Assay for the Inhibitors of L3MBTL1; AlphaScreen L3MBTL1–H3K9me1 peptide binding; Potency, µM (series often up to 57.1 µM), for the others: top-dose activity, negative = inhibition, hits mostly inhibitors; 230,000 tested, 0.66% active; also: nearly all actives have a fitted effect of over 60% in size
#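 Read-out is AlphaScreen signal from streptavidin donor and nickel chelate acceptor beads (10 ug/mL final each) bridging L3MBTL1 (50 nM) and biotinylated K9-monomethylated H3(1-15) peptide (75 nM), after 30 min compound exposure at room temperature.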
# TRb SRC2 PPI: qHTS for Inhibitors of the Interaction of Thyroid Hormone Receptor and Steroid Receptor Coregulator 2; Thyroid hormone receptor beta (Homo sapiens), P10828; TRbeta-SRC2 peptide binding, fluorescence polarization; receptor liganded with 1 µM T3; Potency, µM (titrated, usually from 106 µM), without a hit: at the highest dose activity change, negative = inhibition, usual class: inhibitors; 280,000 tested, 0.065% active; AID 1469, 2008;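 also: plate controls were bound peptide for no effect and peptide without receptor for full effect; nearly all actives have a fitted effect of over 50% in size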
#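 Decrease in fluorescence polarization of 20 nM Texas Red SRC2 coactivator peptide flagged inhibition of its binding to 0.6 uM TRb LBD; 1 uM T3 included, incubation 5 hr, ex 555/em 632 nm.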
# JMJD2E inh: qHTS Assay for Inhibitors of Human Jumonji Domain Containing 2E (JMJD2E). Lysine-specific demethylase 4E (Homo sapiens), B2RXH2. JMJD2E catalytic domain, FDH-coupled NADH fluorescence (FDH is formaldehyde dehydrogenase). Potency, µM (series often up to 57.1 µM), inactives show top-dose activity change, negative = inhibition, actives largely listed as inhibitors. 230,000 tested, 1.6% active; active = well fitted inhibition curve with a large enough effect, not every such curve was filed as active; inconclusive = small, poorly fitted or top-dose-only effect, or another doubt; inactive = no such curve, though single readings can be large or run the other way;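 also: 0% = wells with enzyme and -100% = buffer wells without enzyme; nearly all actives have a fitted effect of over 50% in size; many of its hits are not listed in these tables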
# GoLoco inh red: qHTS Assay for Inhibitors of RGS12 GoLoco Motif Activity (Red Fluorophore). AID 880, 2007. Potency, µM (titrated, usually from 61.6 µM), for the others: top-dose activity, negative = inhibition, usual class: inhibitors. 230,000 tested, 0.44% active. Gai1:RGS12 GoLoco peptide FP, rhodamine, 10 min; active = well fitted inhibition curve with a large enough effect, not every such curve was filed as active; inactive = no such curve, though single readings can be large or run the other way; also: nearly all actives have a fitted effect of over 30% in size; many of its hits are not listed in these tables
# Target sequence (P63096 whole entry, looked up): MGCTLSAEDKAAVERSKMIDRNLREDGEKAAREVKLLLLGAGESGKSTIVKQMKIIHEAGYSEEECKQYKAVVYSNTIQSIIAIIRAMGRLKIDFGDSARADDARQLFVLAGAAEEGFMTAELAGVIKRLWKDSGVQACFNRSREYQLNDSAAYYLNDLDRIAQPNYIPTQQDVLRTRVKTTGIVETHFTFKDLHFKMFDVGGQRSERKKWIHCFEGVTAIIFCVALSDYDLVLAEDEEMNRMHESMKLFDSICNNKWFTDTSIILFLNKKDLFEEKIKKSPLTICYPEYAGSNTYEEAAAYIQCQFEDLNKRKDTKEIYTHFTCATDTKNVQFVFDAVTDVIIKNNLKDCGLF
# Tau ThT inhib: qHTS for Inhibitors of Tau Fibril Formation, Thioflavin T Binding. Microtubule-associated protein tau (Homo sapiens), P10636. Potency, µM (highest dose often 57.4 µM), for inactives: at the highest dose activity, negative = inhibition, actives largely listed as inhibitors. recombinant tau K18 P301L (four-repeat tau fragment), heparin-induced fibrillization, ThT fluorescence. 270,000 tested, 2.1% active. AID 1460, 2008; also: nearly all actives have a fitted effect of over 55% in size
#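 Heparin-induced (20 uM) aggregation of recombinant human K18 P301L tau, 15 uM unlabeled with 0.24 uM labeled, pH 7 acetate buffer, 6 hr at 37 C with compound. Fibrils quantified by 30 uM ThT fluorescence after 1 hr ambient incubation.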
# The depositor's hits bear a star; i = inactive; ? = inconclusive; · = no result given; [ ] = remark or other dose. Unless noted, calls follow the shape of the dose curve; as a rule, active = well fitted curve in the direction sought with a large enough effect; inconclusive = small, poorly fitted or top-dose-only effect, or another doubt; inactive = no such curve, though single readings can be large; an effect the other way counts as inactive or inconclusive. Unless noted, % is scaled to controls: 0 for no effect and ±100 for the full control effect; potency is read from the fitted curve at half-maximal effect. Not all compounds are listed, so the mix of outcomes need not match the whole.
# Value order – RECQ1 helicase	TR SRC2 fluor cs	Tau FP inhib	L3MBTL1 block	TRb SRC2 PPI	JMJD2E inh	GoLoco inh red	Tau ThT inhib
Cc1ccc(-c2nnc(CSc3nnc(COc4cccc5ccccc45)n3-c3ccccc3)o2)cc1
→ i	1%	1%	·	-5%	-8%	10%	-15%
CN(C)S(=O)(=O)c1cccc(NC(=O)CSc2ncnc3ccccc23)c1
→ -2%	0%	-7%	-6%	-7%	-3%	4%	?
Nc1sccc1C(=O)c1ccccc1
→ -3%	2%	2%	-6%	-13%	8%	7%	-16%
CCCCSc1nc(N)c(C#N)c(-c2cccs2)c1C#N
→ -7%	2%	?	·	-3%	?	1%	-4%
O/N=C1\CC(O)Cc2nonc21 (stereo not given)
→ -13%	-3%	1%	-3%	-14%	5%	·	1%
Cc1cc(F)ccc1S(=O)(=O)Nc1ccc2oc3c(c2c1)CC(C)CC3 (stereo not given)
→ ·	?	?	·	-12%	·	·	-5%
CSc1ccc(N/N=C(/C#N)S(=O)(=O)C(C)(C)C)cc1
→ 11%	-3%	15%	·	-1%	5%	7%	?
CN(Cc1ccccc1)S(=O)(=O)c1ccc(C(=O)Nc2nnc(C3CC3)o2)cc1
→ -11%	-2%	4%	7%	1%	?	-2%	-12%
CC(C)(C)c1csc(NC(=O)Cn2c(=O)oc3ccccc32)n1
→ -2%	-1%	-8%	-9%	-8%	-2%	-2%	-5%
CCCN1CCN(c2ncnc3c2nnn3Cc2ccccc2)CC1
→ -6%	0%	-1%	·	4%	2%	-7%	1%
CCOc1ccc(CCNC(=O)c2c(C)oc3ncn(C)c(=O)c23)cc1
→ ·	3%	-7%	·	4%	·	·	-7%
Cc1cc(NC(=O)C2C3C(=O)N(Cc4ccc(Cl)cc4)C(C(=O)NC(C)(C)C)C34C=CC2(C)O4)no1 (stereo not given)
→ -8%	-4%	6%	2%	-9%	-13%	7%	3%
COc1ccc(/C=C2/NC(=O)N(CC(=O)Nc3cccc(C)c3)C2=O)cc1O
→ i	-3%	-4%	-1%	-1%	?	29%	2%
COc1ccc(OC)c(-c2nnc3n(Cc4ccc(C)cc4)c(=O)c4ccccc4n23)c1
→ ·	-1%	-3%	·	-2%	·	·	-11%
O=C(COc1ccc([N+](=O)[O-])cc1)Nc1ccc(N2CCCC2)cc1
→ i	-1%	3%	-7%	2%	0%	-1%	?
CCC1=Nc2cc(C(=O)NCCc3ccccc3)ccc2Sc2ccc(Cl)cc21
→ ·	-2%	?	·	1%	·	·	-4%
COc1ccc(S(=O)(=O)Nc2ccc3c(c2)OCO3)cc1Cl
→ -1%	1%	11%	-8%[11.4 µM]	5%	-5%	8%	?
O=C1N/C(=C/c2cccn2-c2ccccc2)C(=O)N1Cc1ccccc1F
→ 3%	-7%	5%	1%	1%	-7%	16%	8%
CCOc1ccccc1CN1CCN(Cc2cn(C)nc2-c2ccccc2)CC1CCO (stereo not given)
→ i	-2%[53 µM]	-3%	-3%	10%[53 µM]	-3%	9%	-1%
CCOc1cccc(NC(=O)c2cnccc2C(F)(F)F)c1
→ 4%	-5%	2%	5%	-1%	2%	6%	1%
O=C(Cn1cnc2ccccc2c1=O)Nc1ccc(S(=O)(=O)N2CCCC2)cc1
→ -4%	-1%	-7%	5%	7%	4%	4%	-7%
CC(=O)Nc1ccc(NC(=O)CN(c2cccc([N+](=O)[O-])c2)S(C)(=O)=O)cc1
→ i	0%	8%	3%	2%	1%	13%	6%
Cc1cc(C)nc(NC(=O)C(c2ccccc2)c2ccccc2)n1
→ i	-2%	-3%	2%	6%	9%	-1%	-9%
COc1cc(OC)cc(C(=O)Nc2ccc(S(=O)(=O)Nc3cc(C)on3)cc2)c1
→ -14%	3%	-7%	2%	-3%	-10%	0%	6%
Cc1cccc(C)c1OCC(O)CNS(=O)(=O)c1ccccc1C(=O)N1CCCCC1 (stereo not given)
→ -5%	-1%	7%	18%	1%	12%	-3%	0%
Cc1ccc2nc(-c3ccc(N)cc3)sc2c1
→ i	-5%	8%	19%	0%	?	9%	5.6µM*
C=C(Nc1ccc(OC)cc1)C(=O)OC
→ -10%	0%	?	·	-2%	-7%	-2%	-6%
O=C(NNc1c(Cl)cncc1Cl)c1sccc1Cl
→ -6%	-4%	-2%	-6%	5%	0%	12%	-13%
Cc1cccc(CN2CCc3c(OCC(=O)N4CCCc5ccccc54)cccc3C2=O)c1
→ -2%	1%	-4%	-4%	-10%	-4%	23%	?
COc1ccc(OC)c(NC(=O)[C@H](CSCc2ccccc2)N2Cc3ccccc3C2=O)c1
→ ·	0%	8%	·	-6%	·	·	-11%
CCOC(=O)C1CCCN(C(=O)c2cc(-c3ccc(C)cc3)on2)C1 (stereo not given)
→ 12%	-3%	6%	-2%	1%	-2%	-1%	-3%
CC(C)(C)n1nnnc1C(c1cccs1)N(Cc1ccccc1)Cc1ccco1 (stereo not given)
→ -9%	-1%	-3%	8%	7%	-1%	·	?
O=C1NC(=O)/C(=C\c2ccc(OCc3cnc(Cl)s3)cc2)S1
→ -1%	-2%	-2%	2%	9%	-98%	11%	5%
COc1ccccc1CNc1ccc(N2CCOCC2)c(C(=O)O)c1
→ -1%	4%	-5%	-3%	-2%	?	-2%	-2%
CN(C)/C=C1\C(=O)N(c2ccc(Cl)c(Cl)c2)CS1(=O)=O
→ -3%	0%	-1%	13%	0%	3%	-2%	3%
CN(C)/C=C1/Sc2ccccc2C1=O
→ i	3%	2%	-2%	3%	?	58%[activator]	?
COc1ccc(Br)cc1C(=O)Nc1cccc2ncccc12
→ i	1%	3%	7%	0%	?	-9%	?
O=C1NC(c2ccccc2)CCC1(Cl)Cl (stereo not given)
→ -13%	-5%	9%	0%	1%	3%	3%	-10%
O=C(c1ccccc1)c1ccc2nc(N3CCN(C(=O)c4ccco4)CC3)c3nncn3c2c1
→ -25%	-8%	-5%	-11%	4%	?	-6%	?
Nn1cc(-c2ccccc2)nc1SCC(=O)Nc1cccc(S(N)(=O)=O)c1
→ i	-1%	-11%	·	5%	?	5%	-10%

# Record cards, from the list above. Order of values: RECQ1 helicase	TR SRC2 fluor cs	Tau FP inhib	L3MBTL1 block	TRb SRC2 PPI	JMJD2E inh	GoLoco inh red	Tau ThT inhib
# Shown for O=C1NC(=O)/C(=C\c2ccc(OCc3cnc(Cl)s3)cc2)S1 : -1%	-2%	-2%	2%	9%	-98%	11%	5%
# Shown for Cc1cc(NC(=O)C2C3C(=O)N(Cc4ccc(Cl)cc4)C(C(=O)NC(C)(C)C)C34C=CC2(C)O4)no1 (stereo not given) : -8%	-4%	6%	2%	-9%	-13%	7%	3%

# Next part
# Value order – RECQ1 helicase	TR SRC2 fluor cs	Tau FP inhib	L3MBTL1 block	TRb SRC2 PPI	JMJD2E inh	GoLoco inh red	Tau ThT inhib
CCC1Sc2ccccc2N(CC(=O)NCc2ccc3c(c2)OCO3)C1=O (stereo not given)
→ -5%	-2%	-4%	·	-10%	-5%	-8%	-5%
CC(=O)c1cccc(-n2c(=O)c3c4c(sc3n(CC(=O)Nc3ccccc3F)c2=O)CN(C(C)=O)CC4)c1
→ ·	4%	-5%	·	-13%	·	·	-5%
CCCC(=O)Nc1nnc(-c2ccco2)s1
→ i	3%	12%	·	-11%	?	-4%	0%
O=C(Cc1ccc([N+](=O)[O-])cc1)NCC1CCCO1 (stereo not given)
→ -8%	-3%	-4%	-1%	1%	?	15%	-3%
O=C(OCC(=O)N1CCN(S(=O)(=O)c2ccc(Cl)cc2)CC1)c1ccc([N+](=O)[O-])o1
→ 0%	-7%	6%	-22%	0%	3%	-6%	-3%
Cc1ccc[n+](CC(=O)N2CCCCC2)c1C
→ -11%	-2%	13%	·	-6%	4%	-11%	·
Cc1cc(Sc2nc(NC(C)C)nc(NC(C)C)n2)nc(Cl)n1
→ -3%	-8%	-9%	?	-12%	-6%	8%	-17%
O=C(CCn1nnc2ccccc21)NNC(=O)C1CCCCC1
→ -5%	-1%	2%	·	-6%	-2%	1%	-6%
CCN1CCN(c2c(Cl)cccc2NC(=O)c2ccc3c(c2)OCCO3)CC1
→ 1%	-1%	1%	-6%	3%	0%	6%	-5%
O=[N+]([O-])c1ccc(C2CCCC/C2=N/OCc2ccc(F)cc2)c([N+](=O)[O-])c1 (stereo not given)
→ -8%	·	?	-8%	·	-6%	-18%	-11%
NC1=NN=C(N2N=C(c3ccccc3)CC2(O)C(F)(F)F)n2ncnc2C1 (stereo not given)
→ i	-1%	-10%	10%	-2%	?	13%	-3%
CCC1CCCCN1C(=O)CSc1n[nH]c(-c2ccccc2Cl)n1 (stereo not given)
→ ·	0%	-3%	·	-7%	·	·	-8%
O=C(Nc1ccc(S(=O)(=O)NCc2ccco2)cc1)c1ccncc1
→ -10%	0%	-7%	·	7%	11%	6%	-9%
COCCCNC(=S)N/N=C/c1ccccc1O
→ i	-2%	5%	?	-2%	28µM*	16%	-14%
COc1ccc(/C(C)=N\NS(C)(=O)=O)c(OC)c1
→ 1%	-3%	-5%	-5%	-2%	4%	8%	0%
Cc1cc(-c2cccs2)n[nH]1
→ -1%	-6%	-7%	·	-3%	6%	3%	-6%
COc1cc(NC(=O)Cn2ncc(Cl)c(Cl)c2=O)c(C)cc1[N+](=O)[O-]
→ -8%	-1%	-9%	19%	-5%	-6%	9%	?
CC1CCN(c2cc(N)c(Cl)cc2[N+](=O)[O-])CC1
→ -5%	-2%	-12%	-5%	6%	-1%	·	?
O=C(CSc1nc2c([nH]c3ccccc32)c(=O)n1-c1ccc(Cl)cc1)N1CCCCCC1
→ ·	3%	-3%	·	7%	·	·	4%
